Assay outcomes from PubChem BioAssay.
RBX1-CUL1 inh: blocks human RBX1-Cullin-1 di-ubiquitin formation; 140,000 compounds, 0.6% hits; P62877+Q13616; in vitro K48 di-Ub FRET, acceptor:donor ratio, 45 min; inhibition, % at 10 µM; in the data active = inhibition above about 25%
Target sequence (P62877 whole entry, looked up): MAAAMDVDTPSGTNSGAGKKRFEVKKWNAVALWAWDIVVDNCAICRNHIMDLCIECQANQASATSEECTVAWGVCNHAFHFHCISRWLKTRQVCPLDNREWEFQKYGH
Target sequence (Q13616 whole entry, looked up): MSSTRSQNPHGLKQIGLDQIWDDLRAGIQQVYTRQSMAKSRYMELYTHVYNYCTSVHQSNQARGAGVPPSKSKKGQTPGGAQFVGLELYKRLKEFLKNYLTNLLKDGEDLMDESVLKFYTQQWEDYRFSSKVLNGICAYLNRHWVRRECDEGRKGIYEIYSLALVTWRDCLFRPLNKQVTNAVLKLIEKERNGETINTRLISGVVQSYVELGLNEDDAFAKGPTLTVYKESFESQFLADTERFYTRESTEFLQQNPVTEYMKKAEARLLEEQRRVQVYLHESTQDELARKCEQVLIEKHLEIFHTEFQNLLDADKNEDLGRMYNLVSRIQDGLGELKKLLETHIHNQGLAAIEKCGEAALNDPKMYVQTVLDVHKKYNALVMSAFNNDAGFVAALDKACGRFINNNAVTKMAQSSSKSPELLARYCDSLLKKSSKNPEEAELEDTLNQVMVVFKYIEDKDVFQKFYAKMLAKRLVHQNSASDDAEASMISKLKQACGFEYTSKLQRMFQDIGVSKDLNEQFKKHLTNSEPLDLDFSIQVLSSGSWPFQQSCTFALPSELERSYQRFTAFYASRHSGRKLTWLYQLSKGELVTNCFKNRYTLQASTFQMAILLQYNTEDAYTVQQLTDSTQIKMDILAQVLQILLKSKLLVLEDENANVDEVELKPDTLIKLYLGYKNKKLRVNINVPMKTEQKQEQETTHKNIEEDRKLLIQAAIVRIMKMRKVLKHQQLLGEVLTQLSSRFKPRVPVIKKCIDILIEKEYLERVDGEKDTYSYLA
The depositor's hits bear a star.

The opening 4 records as a preview:
compound	RBX1-CUL1 inh
O=C(Nc1cccc(O)c1)c1nn2c(c1Br)NC(c1ccc(Br)cc1)CC2C(F)(F)F (stereo unspecified)	-9
CC(C)C1=NN(c2nc3ccccc3s2)C(=O)C1	9
Cc1cccc(NC(=S)NC(=O)c2ccco2)c1C	-1
COc1ccc(N2CCN(C(=O)COc3ccc4c(c3)CCC4)CC2)cc1	-5

The listing, previewed entries included:
compound	RBX1-CUL1 inh
O=C(Nc1cccc(O)c1)c1nn2c(c1Br)NC(c1ccc(Br)cc1)CC2C(F)(F)F (stereo unspecified)	-9
CC(C)C1=NN(c2nc3ccccc3s2)C(=O)C1	9
Cc1cccc(NC(=S)NC(=O)c2ccco2)c1C	-1
COc1ccc(N2CCN(C(=O)COc3ccc4c(c3)CCC4)CC2)cc1	-5
CCC(C)NC(=O)CCSc1nc(-c2ccc(OC)cc2)cc(C(F)(F)F)n1 (stereo unspecified)	-3
Cc1c(Cl)cccc1NC(=O)CSc1nnc(Cc2ccccc2)n1C	0
O=C(Cc1cccs1)Nc1cccc(C(=O)Nc2ccc(C(=O)O)cc2)c1	4
Cc1cccc(CN(Cc2cccnc2)CC2CCCN(C3CCCCC3)C2)n1 (stereo unspecified)	-8
O=C(O)c1ccc(CSc2nc3sc4c(c3c(=O)n2-c2ccccc2)CCCC4)cc1	2
COc1ccc(/C=C/CN2CCC3(CC2)c2ccccc2[C@@H](NC(=O)COc2ccccc2)[C@@H]3O)cc1	8
CCc1ccc2nc(N(Cc3cccnc3)C(=O)c3ccc(C#N)cc3)sc2c1	-5
CC1(C)Nc2ccccc2-c2c1ssc2=Nc1ccc(F)c(Cl)c1	-3
Cc1c(NC(=O)C(C)(C)Oc2ccc(Cl)cc2)cccc1-c1nc2ncccc2o1	-8
CCOC(=O)c1c(C)[nH]c(-c2ccccc2)nc1=S	6
CCSc1nc2sc3c(c2c(=O)n1Cc1ccccc1)CCCCC3	6
CN1c2ccccc2C(C(=O)Oc2ccccc2)c2ccccc21	0
O=C(O)CCC(=O)Nc1ccccc1C(=O)N1CCCC1	0
CCOc1ccc(Nc2nc(C)c(C)c(=O)[nH]2)cc1	2
CCSc1ncc(Cl)c(C(=O)Nc2c(C(=O)Nc3ccc(Cl)cc3)oc3ccccc23)n1	-1
CC1=C(C#N)C(=O)N(CCCO)C(=O)C1N=Nc1ccc(Cl)c(C(=O)O)c1 (stereo unspecified)	3
O=C(Nc1ccc(F)c(F)c1)C1CCCN1S(=O)(=O)c1cccc2nsnc12 (stereo unspecified)	4
O=C(/C=C/c1ccccc1)Oc1cccc(C(=O)Nc2nc3ccccc3[nH]2)c1	14
CCCCC(CC)C(=O)Nc1nc(-c2ccccn2)cc2ccccc12 (stereo unspecified)	4
COc1ccc(-c2noc(-c3ccc(OC(C)C)cc3)n2)cc1	6
COc1ccc(-c2c(C(C)=O)c(C)nc3sc4c(c23)NC(c2ccccc2)NC4=O)cc1 (stereo unspecified)	2
CCOc1ccccc1NC(=O)/C=C/c1cccs1	-6
CC(C)c1ccc(C2c3c(n[nH]c3C(C)(C)C)OC(=N)C2C#N)cc1 (stereo unspecified)	2
Cc1ccn2c(Nc3ccc4c(c3)OCO4)c(-c3ccc(N(C)C)cc3)nc2c1	-10
CC(C)(C)n1cc(C=Nc2ccccc2)nn1	-1
Cc1noc(C)c1C(=O)NC(C)CCc1ccccc1 (stereo unspecified)	-7
Cc1cccc(Cn2c(SCc3ccc(C(=O)NCc4ccccc4F)cc3)nc3cccnc32)c1	-5
CCOC(=O)c1c(NC(=O)C#Cc2ccccc2)sc(C)c1C	-9
Cc1ccc2scc(N3CCc4ccccc4C3)c(=O)c2c1	10
CC1(C)CC(=O)c2c(oc3c(Cl)cc(NS(=O)(=O)c4ccc(Br)cc4)cc23)C1	0
O=C(c1ccco1)n1c(=S)nc2ccccn21	-4
CCCc1c(C(=O)NCCO)nnn1-c1ccc(Cl)cc1	5
CCOC(=O)/C(C#N)=C1\CC2(CCCCC2)c2ccccc21	1
Cc1[nH]nc(Nc2ccc(C(C)C)cc2)c1[N+](=O)[O-]	2
CN1CCN(Cc2cc(Cl)c3cccnc3c2OC(=O)c2cccs2)CC1	7
O=C1CN(C(=O)Cc2ccc(F)cc2)C(c2ccccc2)c2cc(Br)ccc2N1 (stereo unspecified)	0
COC(=O)c1ccc(NC(=O)CSc2ccc(-c3cccs3)nn2)cc1	-6
Cc1cc(C)c2ccc3ccccc3c2n1	1
CC1(C)C2(C(=O)NCc3cccnc3)CCC1(C(Br)Br)C2Br (stereo unspecified)	-1
Cc1ccc(-n2nc(C(=O)Nc3ccc(C)c(F)c3)c(=O)n(C)c2=O)cc1	-8
Cc1cc(NC(=O)CN2C(=O)c3ccccc3C2=O)c2ccccc2n1	-4
N#Cc1nccnc1SCc1ccccc1	8
COc1cc(OC)cc(C(=O)Nc2cc(-c3nc4ccccc4[nH]3)ccc2C)c1	-3
CC(C)(C)NC(=O)N1CCc2ccc(NC(=O)c3ccccn3)cc2C1	7
COC(=O)c1cc(S(=O)(=O)NCC2CCN(Cc3ccc(F)cc3)CC2)cn1C	7
Nn1c(Cc2n[nH]c(=S)n2N)n[nH]c1=S	-2
COc1ccccc1-c1nc2c(c(SCc3cc(C)ccc3C)n1)Cc1c(CO)cnc(C)c1O2	-11
CC(=O)Nc1nonc1-c1nnc(SCC(=O)Nc2ccc(C)c(Cl)c2)n1C	11
CCOc1cc(/C=N\NC(=O)c2cc3cc(Br)ccc3o2)cc(Br)c1OCc1cccc2ccccc12	-4
CSc1ccccc1NC(=O)/C=C/c1cnn(C)c1	-6
Brc1ccc(-c2nnc3sc(-c4cccnc4)nn23)cc1	3
CCN1C(=O)C(Cc2cn(Cc3ccc(Cl)cc3Cl)c3ccccc23)=NC1=S	1
O=C(NN1C(=O)c2cccc3cccc(c23)C1=O)c1ccn[nH]1	4
CC(C)NS(=O)(=O)c1ccc(N2CCN(CCO)CC2)nc1	0
COc1ccc(C)cc1NC(=O)Cn1nc(N2CCN(c3ccccc3OC)CC2)ccc1=O	-8
COc1cccc(CN2C[C@@H]3C[C@@H](c4cccc5cnccc45)N4CCC[C@@]34C2=O)c1	2

Additional compounds
compound	RBX1-CUL1 inh
CC(C)(C)C(=O)Nc1ccnn1C1CCN(Cc2cc(Cl)ccc2O)CC1	-3
CCCC(=O)NNC(=O)c1ccc(C(C)C)cc1	6
Fc1ccc(-c2cc(-c3ccccc3)nc(-n3cccn3)n2)cc1	-2
C=CCO[C@H]1[C@H](NC(=O)CSC)c2ccccc2C12CCN(C/C=C/c1ccc(OC)cc1)CC2	3
CC1CCN(CNC(=O)c2cnccn2)CC1	0
CCCCC(=O)Nc1ccc(NC(=O)C(C)C)c(OC)c1	-4
CC(=O)n1c2ccccc2c2cc([N+](=O)[O-])ccc21	-2
COc1ccc(F)c(CC2(CCC(=O)N(C)Cc3ccc(C)cc3)CCC(=O)N2)c1 (stereo unspecified)	3
Cc1ccc(N2C(=O)CC(N3CCc4ccccc4C3)C2=O)cc1C (stereo unspecified)	6
COc1cc(/C=C/c2nc(C#N)c(NC3CCCCC3)o2)cc(OC)c1OC	1
CCc1cccc(C)c1NC(=O)Cn1ccn(-c2ccc(F)cc2)c(=O)c1=O	-1
CCOc1cc(C)c(C(C)C)cc1S(=O)(=O)n1ccc(C)n1	-5
Cc1ccc2c(c1)C1CN(C)CCC1N2C(=O)c1cc(Cl)ccc1[N+](=O)[O-] (stereo unspecified)	2
C=Cc1ccc(Cn2c(C(=O)O)c(CNCc3ccccc3)c3ccc(C)cc32)cc1	6
COc1ccc(C(=O)N2CCN(c3ccc([N+](=O)[O-])c(N4CCCCC4)c3)CC2)cc1	-2
Cn1c(-c2ccccc2O)cc2ccccc21	-8
CCOC(=O)N1CCc2c(sc(N)c2C(=O)c2ccccc2Cl)C1	3
Cc1nn(-c2ccccc2)c2c1N(CCCC(=O)NCc1ccc(OC(C)C)cc1)C(=O)CS2	3
Cc1nc(N2CCN(c3ccc(F)cc3)CC2)nc2c1C(=O)CC(C)(C)C2	5
Cc1ccc(NC(=O)c2sc3nc(-c4ccccc4)cc(-c4ccc(Cl)cc4)c3c2N)cc1	-1
Cc1cccc(C(=O)Nc2ccccc2Br)c1	-7
Cc1ccc(C)c(C(C)NC(=O)C2CCN(Cc3ccccc3)CC2)c1 (stereo unspecified)	1
Cc1ccc(-c2[nH]nc3c2C(c2ccc(OC(=O)c4ccc(Cl)cc4)cc2)C(C#N)C(=N)O3)cc1 (stereo unspecified)	2
Cc1c(C(=O)NCC2CCCO2)nnn1-c1cccc(Cl)c1 (stereo unspecified)	4
COc1cc(OC)cc(C(=O)NCC(c2cccs2)S(=O)(=O)c2ccc(F)c(C)c2)c1 (stereo unspecified)	-1
COc1ccc(C2CC(c3ccccc3)=Nc3nc(NC(=O)c4cccc([N+](=O)[O-])c4)nn32)cc1 (stereo unspecified)	2
C=CCn1c(=S)[nH]c2sc3c(c2c1=O)CC(C)(CC)OC3 (stereo unspecified)	-2
COC(=O)c1scc(C)c1N=CC1C(=O)N(CCc2ccccc2)C(=O)N(C(C)C)C1=O (stereo unspecified)	5
CC(O)c1cc(Cl)ccc1Sc1ccccc1C(=O)N1CCN(C)CC1 (stereo unspecified)	0
O=C([C@@H]1C[C@@H]2C=C[C@H]1C2)N1CCc2onc(-c3ccccc3F)c2C1	-1
O=C1CC(O)(c2ccccc2)C(c2ccccc2)=C1c1ccccc1 (stereo unspecified)	3
O=C(NCCN1CCOCC1)C1CCN(C(=O)c2ccccc2)CC1	3
CN1CCN([C@@H]2CCN(Cc3ccc4c(c3)CCO4)C[C@H]2O)CC1	7
COc1ccc(-n2ncc(C(C)NCc3ccc(OC)cc3F)c2C)cc1 (stereo unspecified)	6
COc1cc(CNC2CCCCCCC2)ccc1OCC(O)CN1CCC(O)CC1 (stereo unspecified)	-14
CSc1ccc(CNC(=O)CCn2ccc3cc(S(=O)(=O)N4CCC(C)CC4)ccc32)cc1	0
Cc1cnccc1NCCNc1nccc(-c2ncnn2C)n1	10
CN(CCc1nc2ccc(Cl)cc2[nH]1)C(=O)CCC1(Cc2cccc3ccccc23)CCC(=O)N1 (stereo unspecified)	2
CSc1nc(Cl)c(C#N)s1	6
CCOc1ccc(C(=S)N2CCN(CC)CC2)cc1	-16
O=C(c1cccnc1)N1CCC2(CCCN(CCC3CCCCC3)C2=O)C1 (stereo unspecified)	-2
CC1CC(CCC(=O)Nc2ccc(S(N)(=O)=O)cc2)C(=O)O1 (stereo unspecified)	-2
CSc1ncc(Cl)c(C(=O)N(C)c2ccccc2)n1	-4
CN1C(=O)C(=CC2C(=O)N(C)C(=O)N(C)C2=O)C(=O)N(C)C1=O	3
COC(=O)c1c(S(=O)(=O)Nc2ccc3c(c2)CCC3)sc2c1CCN(C(=O)CC(C)C)C2	0
O=C1[C@@H]2CSC(c3ccc(Br)cc3)N2C(=S)N1c1ccc(Cl)cc1 (stereo partly specified)	12
Cc1ccc(OC(=O)c2ccccc2Br)c(-n2nc3ccccc3n2)c1	-6
Cn1c(=O)c(=O)n(C)c2cc(S(=O)(=O)CCC(=O)Nc3ccc(F)cc3)ccc21	-3
CCCn1cc(CN2CCCC(CCC(=O)N3CCOCC3)C2)c(C)n1 (stereo unspecified)	-3
COc1cc(NC(=O)c2cc3c(s2)-c2ccccc2OC3)cc(OC)c1OC	-4
Cc1ccc(Cn2ccc(NC(=O)c3nc4ncccn4n3)n2)cc1	1
CC(C)CCCC1CN(C(=O)CCc2ccc3c(c2)OCO3)CCO1 (stereo unspecified)	9
O=C(O)COc1cccc2ccccc12	1
CC1=Nc2cc(C(=O)NC3CCCCC3)ccc2Sc2ccc(Cl)cc21	7
Cc1ccc(-c2csc(NC(=O)c3cccc(OCCC(C)C)c3)n2)c2ccccc12	7
COc1ccc(/C=N/N=C/C2C=NC(=O)C(C#N)C2=Nc2ccccc2)cc1 (stereo unspecified)	1
COC(=O)C1C(C)=NC(=O)C1(NC(=O)c1ccc(Cl)cc1)C(F)(F)F (stereo unspecified)	-1
COc1cc2c(c(OC)c1OC)C(c1ccc(F)cc1)CC(=O)N2 (stereo unspecified)	-16
Cc1cc(Cl)c(Cl)cc1S(=O)(=O)N1CCN(C)CC1	-4

Two consecutive records out of the list so far, quoted:
compound	RBX1-CUL1 inh
COc1cc2c(c(OC)c1OC)C(c1ccc(F)cc1)CC(=O)N2 (stereo unspecified)	-16
Cc1cc(Cl)c(Cl)cc1S(=O)(=O)N1CCN(C)CC1	-4

Five structures already listed, ordered by SMILES length, smallest number first.
compound	RBX1-CUL1 inh
Cc1cc(Cl)c(Cl)cc1S(=O)(=O)N1CCN(C)CC1	-4
CCCn1cc(CN2CCCC(CCC(=O)N3CCOCC3)C2)c(C)n1 (stereo unspecified)	-3
Cc1ccc(OC(=O)c2ccccc2Br)c(-n2nc3ccccc3n2)c1	-6
COc1ccc(/C=N/N=C/C2C=NC(=O)C(C#N)C2=Nc2ccccc2)cc1 (stereo unspecified)	1
Cc1ccc(-c2csc(NC(=O)c3cccc(OCCC(C)C)c3)n2)c2ccccc12	7

These rows are one share of the data; count on the stated rates, not on these rows.
